Screening data from PubChem.
AmpC inh no detg = qHTS Inhibitors of AmpC Beta-Lactamase (assay without detergent) | AmpC nitrocefin hydrolysis, absorbance 480 nm, 0.0001% Triton | Potency, µM (titrated, usually from 57.1 µM), for the others: at the highest dose activity change, negative = inhibition, most hits filed as inhibitors | 330,000 tested, 0.52% active | AID 485341, 2010;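 also: potency is read from the fitted curve at half-maximal effect; plate controls were no compound for no effect and no enzyme for full effect; nearly all actives have a fitted effect of over 20% in size; some results filed as inactive show a strong effect at the top dose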
Target sequence (P00811 whole entry, looked up): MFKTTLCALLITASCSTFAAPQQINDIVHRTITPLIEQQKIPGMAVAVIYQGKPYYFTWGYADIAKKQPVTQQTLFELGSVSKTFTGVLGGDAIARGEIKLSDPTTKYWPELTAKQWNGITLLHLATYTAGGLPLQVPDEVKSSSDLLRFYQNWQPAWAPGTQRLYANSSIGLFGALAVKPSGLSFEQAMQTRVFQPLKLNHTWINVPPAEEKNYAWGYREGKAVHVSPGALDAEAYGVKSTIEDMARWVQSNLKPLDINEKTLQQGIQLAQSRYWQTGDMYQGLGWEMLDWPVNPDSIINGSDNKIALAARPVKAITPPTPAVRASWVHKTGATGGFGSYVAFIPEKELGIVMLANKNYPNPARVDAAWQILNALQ
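20 mM phosphate pH 7.0 + 0.01% (detergent screen) or 0.0001% Triton X-100; 5.3 nM AmpC reagent; cpd preinc 15 min RT; nitrocefin (800 uM stock) to start; A480 q20 s × 4 min; Activity was normalised to no-enzyme and no-compound control wells.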
Cycloheximide cs = Cycloheximide Counterscreen for Small Molecule Inhibitors of Shiga Toxin | cell reporter, cycloheximide protein synthesis inhibition counterscreen | max response, % | 300,000 tested, 12% active; in the data active = max response mostly above about 13%, no sharp cut-off; inactive = mostly below about 14%; also: read at 38.3 µM for the half of the compounds with a filed dose; 0% is about no effect
Pf growth 96h = Primary qHTS for delayed death inhibitors of the malarial parasite plastid, 96 hour incubation. 320,000 tested, 6.9% active. Potency, µM (titrated, usually from 28.7 µM), for inactives: at the top dose activity change, negative = inhibition, hits mostly inhibitors. P. falciparum luciferase reporter growth, 96 h; also: potency is read from the fitted curve at half-maximal effect; % is scaled to controls: 0 for no effect and ±100 for the full control effect
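Luminescence readout: decreased luciferase signal marks inhibited growth of reporter-expressing P. falciparum in infected red cells (2% hematocrit, 0.05% parasitemia final), exposed to compound two generations (96 h, 37 C, 5% CO2).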
Tb PYK inh = qHTS of Trypanosoma Brucei Inhibitors | 410,000 tested, 0.12% active | TbPYK enzyme, Kinase-Glo Plus ATP luminescence, 45 min | AID 624173, 2012 | pyruvate kinase (Trypanosoma brucei), Q57TT1 | Potency, µM (top dose mostly 76.8 µM), for inactives: at the top dose activity, negative = inhibition, actives largely listed as inhibitors; also: potency is read from the fitted curve at half-maximal effect; % is scaled to controls: 0 for no effect and ±100 for the full control effect; nearly all actives have a fitted effect of over 50% in size
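Enzyme and substrate buffer are dispensed first and compound is pin-transferred. ADP at 130 uM final then starts the reaction, which runs 45 min at room temperature. Detection reagent is added for 10 min before luminescence is imaged.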
LmPK inhibitor = qHTS Assay for Inhibitors of Leishmania Mexicana Pyruvate Kinase (LmPK); Q27686; purified LmPK, Kinase-Glo ATP luminescence, 1 h; Potency, µM (highest dose often 57.5 µM), without a hit: at the highest dose activity change, negative = inhibition, actives largely listed as inhibitors; 290,000 tested, 0.37% active; also: potency is read from the fitted curve at half-maximal effect; % is scaled to controls: 0 for no effect and ±100 for the full control effect
Target sequence (Q27686 whole entry, looked up): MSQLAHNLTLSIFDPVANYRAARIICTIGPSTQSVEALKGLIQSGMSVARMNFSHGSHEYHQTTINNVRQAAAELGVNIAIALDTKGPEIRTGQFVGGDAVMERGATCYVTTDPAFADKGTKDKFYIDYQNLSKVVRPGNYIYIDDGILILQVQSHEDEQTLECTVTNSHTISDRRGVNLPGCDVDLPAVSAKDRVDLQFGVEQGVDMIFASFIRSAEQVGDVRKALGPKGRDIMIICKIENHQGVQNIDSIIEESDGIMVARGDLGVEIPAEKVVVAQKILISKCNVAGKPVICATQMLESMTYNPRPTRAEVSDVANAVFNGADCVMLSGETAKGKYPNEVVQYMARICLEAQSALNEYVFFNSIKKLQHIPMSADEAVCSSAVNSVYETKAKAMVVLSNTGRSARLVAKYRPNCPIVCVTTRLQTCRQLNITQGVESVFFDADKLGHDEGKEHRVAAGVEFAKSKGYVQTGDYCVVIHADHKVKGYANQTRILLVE
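qHTS format; LmPK 0.1 nM; substrates PEP 0.5 mM and ADP 0.1 mM. One-hour room-temperature incubation, then coupled luciferase luminescence; 0.5 nM enzyme wells mark activation.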
Shiga inhibitor = A qHTS for Small Molecule Inhibitors of Shiga Toxin; Vero cells, Shiga toxin protein synthesis inhibition reporter; inhibition, % at 38.7 µM; 290,000 tested, 9.2% active; in the data active = inhibition mostly above about 28%, no sharp cut-off; inactive = mostly below about 43%; also: 0% is about no effect
Pf growth 48h = Primary qHTS for delayed death inhibitors of the malarial parasite plastid, 48 hour incubation. 310,000 tested, 5.9% active. AID 504832, 2011. P. falciparum luciferase growth in erythrocytes, 48 h. Potency, µM (doses to about 28.7 µM), without a hit: at the highest dose activity change, negative = inhibition, hits mostly inhibitors; also: potency is read from the fitted curve at half-maximal effect; % is scaled to controls: 0 for no effect and ±100 for the full control effect
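Compounds are pin-transferred into medium, infected erythrocytes (2% hematocrit, 0.1% parasitemia final) are added, and plates sit one parasite generation at 37 C in 5% CO2. Detection reagent is then added and luminescence measured.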
* = called active by the depositor; i = inactive; ? = inconclusive; / = no result given; [ ] = remark or other dose. Unless noted, calls follow the shape of the dose curve; as a rule, active = well fitted curve in the direction sought with a large enough effect; inconclusive = small, poorly fitted or top-dose-only effect, or another doubt; inactive = no such curve, though single readings can be large; an effect the other way counts as inactive or inconclusive.

Compound,AmpC inh no detg,Cycloheximide cs,Pf growth 96h,Tb PYK inh,LmPK inhibitor,Shiga inhibitor,Pf growth 48h
S=C(c1ccc(N2CCCC2)cc1)N1CCCCC1,-37%,52*,/,?,-2%,112*,-76%
O=C(c1ccccc1)C1CCc2occc2C1=O (stereo not given),-10%,-2,-2%,9%,3%,18,?
N#Cc1ccc2c(c1)C[C@]1(c3ccsc3)Oc3c(c(=O)oc4ccc(F)cc34)C2O1,?,-4,73%[activator][5.75 µM],/,0%[11.5 µM],i,1.5µM*
Cc1ccc(-c2cc(C(=O)NCCCn3ccnc3)c3ccccc3n2)s1,21%,-1,-6%,3%,1%,26,?
COC(=O)Nc1nc2ccc(SC(C)C)cc2[nH]1,-7%,/,39%[activator],8%,/,/,60%[activator]
c1ccc2nc3c(nc2c1)sc1nc2ccccc2n13,-10%,-5,11%,/,6%,7,19%
CCOC(=O)c1cn(CC(=O)Nc2ccc(C(C)C)cc2)nn1,-4%,-2,0%,10%,-1%,-16,5%
O=C1CC(C(=O)Nc2ccc(F)cc2)n2cnnc2N1 (stereo not given),-13%,1,-26%,0%,2%,-8,-34%[5.75 µM]
CCCC1=NN(C(=O)Cc2ccc(OC)c(OC)c2)C(O)(C(F)(F)F)C1 (stereo not given),8%,-3,0%,0%,0%,-11,33%[activator]
COc1ccc(C2=CC(c3ccc(C)cc3)n3nnnc3N2)cc1 (stereo not given),-34%,-2,?,-1%,-5%,69*,?
NC(=O)/C(=C\c1ccncc1)c1cccc2ccccc12,-8%,-6,?,-4%,0%,-11,?
O=C(CC1C(=O)NCCN1Cc1c(F)cccc1Cl)NCCC1=CCCCC1 (stereo not given),106%[activator],2,?,0%,0%,-26,-20%
COc1ccc(C(=O)Nc2cc(OC)c(Cl)cc2Cl)cc1,-19%,17,84%[activator],4%,-5%,29,100%[activator]
CCN(CC)c1ccc(/C=N/Nc2nc(C)cc(=O)[nH]2)cc1,-48%,2,?,-1%,-4%,3,?
CC(=O)Nc1ccc(-n2c(C)ccc2C)cc1,2%,5,-8%,0%,-8%,-7,?
CCc1ccc(OCC(=O)NNC(=O)c2cnccn2)c(Br)c1,-10%,18*,?,-5%,-6%,39*,10µM*
CC12CCC(C(=O)O)(c3nc4cc([N+](=O)[O-])ccc4nc31)C2(C)C (stereo not given),0%,0,5%,1%,2%,7,-5%
CNC(=S)N/N=C/c1ccc(-c2ccc(C(=O)O)cc2)o1,-25%,23*,264%[activator],-26%,14µM*,56*,1%
C[C@@H]1C=C[C@](Cc2ccccc2)(C(=O)NCCc2c[nH]c3ccccc23)N1C(=O)c1ccccc1,-4%,8,?,-3%,0%,12,?
CC1CCCCN1S(=O)(=O)c1ccc2c(c1)C(C)(C)C(=O)N2C (stereo not given),-7%,-3,19%,-5%,-4%,1,-15%
COc1ccc(CNC(=O)c2sc(=S)n(-c3ccccc3)c2N)cc1,-11%,-2,-17%,-26%,0%,-9,-7%
Cc1cccc(NC(=O)C2C(C(=O)O)C3C=CC2C32CC2)c1C (stereo not given),8%,3,34%[activator],-17%,8%,17,/
O=C(Nc1ccc(C(=O)N2CCCCC2)cc1)c1ccc(Br)cc1,-5%,9,4.1µM*,-10%,-1%,39,?
O=C(CSc1ccc(Cl)cc1)NC1CCCc2ccccc21 (stereo not given),-33%,-1,-17%,-3%,1%,13,-2%
CCn1c(SCc2ccc(C)cc2)nnc1-c1nn(-c2ccccc2)ccc1=O,98%[activator],-3,7.4µM*,-6%,3%,-5,?
CCOC(=O)C1=C(c2ccccc2)Nc2ncnn2C1c1cc(OC)ccc1OC (stereo not given),-5%,2,-44%,3%,-1%,-1,?
O=S(=O)(NC1CCCCC1Oc1ccccc1)c1ccccc1 (stereo not given),-29%,-3,84%[activator],10%,-2%,-4,-4%
O=C(O)Cn1cc(C(=O)c2ccccc2F)c2ccccc21,-14%,-2,-52%,6%,-5%,-8,12%
CCn1c(NC(=O)c2ccco2)c(-c2ccccc2Cl)c(=O)c2ccccc21,-23%,-5,-23%,3%,-1%,20,-9%
COc1ccccc1NC(=O)CSc1nnc(-c2ccco2)n1Cc1ccco1,0%,-4,?,2%,1%,63*,-25%
COc1cc(CCC(=O)Nc2ccc(C)c(S(=O)(=O)N3CCCCCC3)c2)cc(OC)c1OC,39%,/,10µM*,7%,/,/,12µM*
CC(C)(O)C#Cc1ccc(C(=O)N2CCN(c3ccccc3)CC2)cc1,0%,-3,?,3%,1%,-7,12%
COc1ccc(Cl)cc1-n1c(C)ccc1C,-26%,-2,31%[activator],-7%,0%,16,-27%
O=C(NCC1CCCO1)C1CCCN1C(=O)Nc1ccccc1[N+](=O)[O-] (stereo not given),-18%,-2,6%,-2%,0%,-5,37%[activator]
Cc1cc(=O)[nH]c(-c2ccc(C(F)(F)F)cc2)n1,-6%,-2,3%,8%,6%,-3,-4%
Cc1cccc(OCC(=O)NCCNC(=O)c2cnccn2)c1,-5%,-1,21%,4%,2%,1,33%[activator]
COc1ccc(C(=O)CN(C(=O)c2ccc(Cl)cc2)N2C(=O)C3CCCCC3C2=O)cc1 (stereo not given),-2%,-1,-30%,2%,-3%,-17,/
Cc1ccc(C(O)c2cccnc2)o1 (stereo not given),-21%,11,/,1%,2%,-8,11%
CC(NC(=O)CCOc1ccccc1)c1ccccc1 (stereo not given),-14%,12,7%,0%,0%,23,/
CC(C)C(=O)Nc1ncc(Cc2ccccc2Cl)s1,-13%,1,-8%,-2%,11%,34,-8%
COc1ccc(-c2c(=O)n(OC)c3ccccc3[n+]2[O-])cc1OC,-25%,4,10%,-19%,3%,27,15%
COc1ccc(/C=C/c2c([N+](=O)[O-])c(=O)n(C)c(=O)n2C)c(OC)c1,-10%,3,2%,5%,-1%,3,?
CCCC(C)NC(=O)CN(c1ccc2c(c1)OCCO2)S(=O)(=O)c1ccccc1 (stereo not given),14%,-1,-8%,-18%,0%,-12,?
CCOC(=O)N1CCC(N2CCCC(C(=O)c3cccc(OC)c3)C2)CC1 (stereo not given),2%,-2,?,15%,0%,12,?
O=C(Nc1ccnn1C1CCN(Cc2cc(Cl)ccc2O)CC1)c1cccnc1,-11%,-4,26%,1%,0%,-6,?
Cc1ccccc1C(=O)O,-15%,/,41%[activator],1%,/,/,42%[activator]
O=C(c1cc(C(=O)N2CCOCC2)c2nc3ccccc3n2c1)c1cc(Cl)cc(Cl)c1O,-16%,0,7%,3%,3%,2,?
Cc1ccc(C)n1-n1c(C)nc2scc(-c3ccccc3)c2c1=O,0%,0,/,2%,-1%,32,?
NC(=O)C1CCN(C(=O)CN2CCCc3ccccc32)CC1,3%,17,-8%,-10%,-3%,37,0%
COc1ccc(OC)c(C2/C(=C(/O)c3ccccc3)C(=O)C(=O)N2Cc2ccco2)c1 (stereo not given),-16%,-1,11%,-2%,2%,9,-1%
Cc1cccc(N/C(N)=N/c2nc(C)c(Cc3ccccc3)c(=O)[nH]2)c1,-29%,1,?,0%,3%,-13,?
Cc1cc(C)cc(NC(=O)COC(=O)c2cc(=O)[nH]c(=O)[nH]2)c1,-29%,-5,22%,1%,-1%,14,7%

By substructure, the entries above with a Cl atom (nine)
Compound,AmpC inh no detg,Cycloheximide cs,Pf growth 96h,Tb PYK inh,LmPK inhibitor,Shiga inhibitor,Pf growth 48h
O=C(CC1C(=O)NCCN1Cc1c(F)cccc1Cl)NCCC1=CCCCC1 (stereo not given),106%[activator],2,?,0%,0%,-26,-20%
COc1ccc(C(=O)Nc2cc(OC)c(Cl)cc2Cl)cc1,-19%,17,84%[activator],4%,-5%,29,100%[activator]
O=C(CSc1ccc(Cl)cc1)NC1CCCc2ccccc21 (stereo not given),-33%,-1,-17%,-3%,1%,13,-2%
CCn1c(NC(=O)c2ccco2)c(-c2ccccc2Cl)c(=O)c2ccccc21,-23%,-5,-23%,3%,-1%,20,-9%
COc1ccc(Cl)cc1-n1c(C)ccc1C,-26%,-2,31%[activator],-7%,0%,16,-27%
COc1ccc(C(=O)CN(C(=O)c2ccc(Cl)cc2)N2C(=O)C3CCCCC3C2=O)cc1 (stereo not given),-2%,-1,-30%,2%,-3%,-17,/
CC(C)C(=O)Nc1ncc(Cc2ccccc2Cl)s1,-13%,1,-8%,-2%,11%,34,-8%
O=C(Nc1ccnn1C1CCN(Cc2cc(Cl)ccc2O)CC1)c1cccnc1,-11%,-4,26%,1%,0%,-6,?
O=C(c1cc(C(=O)N2CCOCC2)c2nc3ccccc3n2c1)c1cc(Cl)cc(Cl)c1O,-16%,0,7%,3%,3%,2,?
